# Screens: PubChem BioAssay, several laboratories
# IL1B NFkB pot = enhances IL-1B driven NFkB nuclear translocation | HUVEC IL-1B NFkB p65 nuclear translocation imaging | activation, % at 2 µM | 94,000 tested, 0.3% active | AID 819;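 active = activation above 40%, about the mean plus 3 SD, also judged a hit on visual image review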;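 note: percent activation is computed from the nuclear over cytoplasmic p65 intensity ratio; values of inactives mirror those of a sister screen read the other way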
# PLAP inhibition = PLAP enzyme inhibitors, biochemical, luminescence, HTS (AID 690); 96,000 tested, 0.08% active; purified PLAP, luminescent substrate; higher % means a stronger effect; one-dose inhibition, % at 20 µM; IC50 in µM for titrated hits; in the data active = a potency from the dose series; inactive = the rest, 99 in 100 with inhibition below about 30%; note: strong numbers were not always called active
# Bcl-B TR3 displacers = displacers of TR3 peptide from Bcl-B, primary screen, selectivity assay for Bfl-1 inhibitor project, biochemical, fluorescence polarization; 96,000 tested, 0.11% active; FP displacement of FITC-TR3 peptide from Bcl-B; higher % means a stronger effect; displacement, % at 20 µM, or IC50 in µM where a hit was titrated;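 active = displacement above 50% at 20 µM plus a fluorescence interference ratio under 1.5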;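 note: plate controls were wells without compound for no effect and wells lacking Bcl-B protein for full effect; a part of the inactive calls stands beside numbers as strong as those of hits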
# MRP resist rev = reverses drug resistance mediated by MRP | 85,000 tested, 0.04% active | differential viability (reversal), % at 10 µM | H69AR cells + 2 uM doxorubicin, CellTiter-Glo, 72 h | AID 602;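 active = viability drop by adding the cancer drug above about 55%, with treated viability meeting a 40% cutoff, limit read from the data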;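 note: viability without doxorubicin minus viability with 2 µM doxorubicin for each compound; larger differential means the compound sensitizes cells more to doxorubicin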
# IL1B NFkB inh = blocks IL-1B driven NFkB nuclear translocation in HUVEC cells; AID 796; inhibition, % at 2 µM; HUVEC IL-1B NFkB p65 nuclear translocation imaging; 94,000 tested, 0.43% active;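 active = inhibition above about 30% together with a positive call from visual inspection of the well image, limit read from the data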;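 note: nuclear over cytoplasmic p65 intensity ratio measured by imaging; 0% = IL-1B stimulated DMSO wells and 100% = unstimulated DMSO wells; values of inactives mirror those of a sister screen read the other way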
# MRP resist rev cytotoxicity = also measured in MRP resist rev; calls as there; viability, %; H69AR cells, CellTiter-Glo, 72 h; measured here: cytotoxicity without doxorubicin
# MRP resist rev with doxorubicin = also measured in MRP resist rev; calls as there; viability, %; measured here: viability with 2 uM doxorubicin; hits give low values
# IL1B NFkB inh cell count 2 µM = second read-out of IL1B NFkB inh, no call of its own (marks repeat the call); cell count; measured here: cells passing quality filter;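 raw number of nuclei counted in each imaged well without normalization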
# IL1B NFkB pot cell count 2 µM = also measured in IL1B NFkB pot; calls as there; cell count; measured here: cells passing quality filter
# * = called active by the depositor; . = not tested or not shown. A portion of the library; the hit share may differ from the screen's.
Structure	IL1B NFkB pot	IL1B NFkB pot cell count 2 µM	PLAP inhibition	Bcl-B TR3 displacers	MRP resist rev	MRP resist rev cytotoxicity	MRP resist rev with doxorubicin	IL1B NFkB inh	IL1B NFkB inh cell count 2 µM
CCc1ccc(OCC(O)CN2CCN(c3ccccc3)CC2)cc1 (stereo not drawn)	10	186	-33%	1%	-11	105	117	-10	186
C/C=C(\C)c1nnc(NC(=O)OCC)s1	7	168	7%	-1%	6	91	85	-8	168
CC(C)(C)C(=O)Nc1ncc(C(F)(F)F)cc1Cl	-13	146	26%	2%	-3	106	109	13	146
COC(=O)CN1C(=O)C(C)(C)Oc2ccc(C(=O)NC3CC3)cc21	.	.	0%	-3%	4	90	86	.	.
Cc1nn(C(C)C(=O)NCC2CCCO2)c(=O)c2cc3occc3n12 (stereo not drawn)	.	.	-40%	-5%	.	.	.	.	.
COc1cccc(OC)c1-c1nn2c(-c3ccco3)nnc2s1	.	.	-13%	2%	-14	57	71	.	.
CCCCC(=O)Nc1ccc(NC(=O)c2ccc3c(c2)OCO3)cc1OC	13	196	24%	-6%	3	91	88	-13	196
CCOC(=O)c1csc(NC(=O)CSc2nnnn2-c2ccc(OC)c(OC)c2)n1	-8	135	-7%	-16%	.	.	.	8	135
COc1ccc(-c2ccc(-c3noc(-c4cccc(OC)c4)n3)c(OC)n2)cc1	-15	82	-15%	-13%	.	.	.	15	82
COc1ccc(Nc2cc(C)nc(-n3nc(C)cc3C)n2)cc1	.	.	-40%	-1%	.	.	.	.	.
COC(=O)c1cc2ccc(OC)c(OC)c2c(=O)s1	-12	76	14%	-7%	12	95	83	14	76
O=C(C/C=N/OCc1c(Cl)cccc1Cl)c1ccccc1	4	140	-24%	8%	.	.	.	-4	140
Cc1nnc(-n2cnc3ccccc32)c2ccccc12	20	111	7%	23%	14	94	80	-20	111
COc1ccc2nc(N3CCC(C)CC3)c(C#N)cc2c1	7	144	-42%	14%	-10	94	105	-8	144
Oc1ccc(-c2[nH]ncc2-c2cccc3cccnc23)c(O)c1	1	83	-88%	1%	-2	91	93	-1	83
Cc1ccc(NC(=O)Nc2ccccc2C#N)c(Cl)c1	-5	156	16%	2%	14	101	87	5	156
N#Cc1ccc(OCc2nnc(SCC(=O)c3ccccc3)n2-c2ccccc2)cc1	-6	116	.	.	11	100	89	6	116
CCOc1ccc(N2CC(=O)N/C2=N\c2nc(C)cc(C)n2)cc1	-6	102	-94%	5%	7	102	94	6	102
COC(=O)c1cn(CC(=O)N2C(C)CCCC2C)c2ccccc12 (stereo not drawn)	-4	65	.	.	-1	75	76	4	65
O=C1CCCC2=C1C(c1ccc(Cl)cc1)N1C(=O)CCSC1=N2 (stereo not drawn)	-7	164	.	.	6	101	95	7	164

# The final 4 entries of the section before are carried over, then new ones follow.
Structure	IL1B NFkB pot	IL1B NFkB pot cell count 2 µM	PLAP inhibition	Bcl-B TR3 displacers	MRP resist rev	MRP resist rev cytotoxicity	MRP resist rev with doxorubicin	IL1B NFkB inh	IL1B NFkB inh cell count 2 µM
N#Cc1ccc(OCc2nnc(SCC(=O)c3ccccc3)n2-c2ccccc2)cc1	-6	116	.	.	11	100	89	6	116
CCOc1ccc(N2CC(=O)N/C2=N\c2nc(C)cc(C)n2)cc1	-6	102	-94%	5%	7	102	94	6	102
COC(=O)c1cn(CC(=O)N2C(C)CCCC2C)c2ccccc12 (stereo not drawn)	-4	65	.	.	-1	75	76	4	65
O=C1CCCC2=C1C(c1ccc(Cl)cc1)N1C(=O)CCSC1=N2 (stereo not drawn)	-7	164	.	.	6	101	95	7	164
COc1cc(NC(=O)CCNC(=O)Cn2cnc3ccccc3c2=O)cc(OC)c1OC	0	64	19%	7%	-5	89	94	0	64
CC1CCN(c2ccccc2NC(=O)c2ccc(N3CCOCC3)c([N+](=O)[O-])c2)CC1	14	147	13%	0%	.	.	.	-14	147
COc1ccc(OC)c(S(=O)(=O)Nc2ccc(C)c(C)c2)c1	-16	133	8%	0%	3	93	90	16	133
COc1ccc(S(=O)(=O)NCCSCc2ccco2)cc1Cl	20	151	16%	-2%	16	94	78	-20	151
Cc1n[nH]c(=S)c2nn(-c3ccccc3F)c(C)c12	10	169	-30%	-18%	.	.	.	-10	169
COC(=O)c1sccc1NC(=O)c1ccc(OC)cc1	-8	189	5%	-9%	-9	60	69	8	189
CCOc1cc(C(=O)NC(C)c2ccncc2)cc(OCC)c1OCC (stereo not drawn)	-6	114	-78%	3%	12	90	78	6	114
CCCCN(C(=O)c1cnc2n(c1=O)CCS2)c1ccccc1	3	77	7%	3%	19	98	79	-3	77
Cc1cccc(-c2c3c(=O)n(C)c(=O)n(C)c3cn2C(C)(C)C)c1	16	121	-25%	6%	22	59	37	-16	121
COc1cc(C(=O)Nc2ccccc2N2CCN(S(C)(=O)=O)CC2)cc(OC)c1OC	-24	124	-72%	-7%	6	69	63	24	124
O=C(NC1c2ccccc2-c2ccccc21)N1CCOCC1	.	.	10%	0%	7	96	89	.	.
CCc1nnc(NC(=O)Nc2ccc(OC)cc2)s1	-17	72	12%	1%	-11	81	92	17	72
O=c1cc(O)nc2n1CCCS2	3	176	-1%	1%	-3	94	97	-2	176
COc1ccc(F)cc1S(=O)(=O)NC(Cc1ccccc1)C(N)=O (stereo not drawn)	-3	162	13%	-5%	-9	97	106	3	162
Cc1c(C(=O)Nc2cccc([N+](=O)[O-])c2)csc1-c1ccccc1	-7	113	16%	4%	.	.	.	8	113
COC(=O)C1CCN(S(=O)(=O)c2ccc(NC(C)=O)cc2)CC1	-9	142	-1%	-4%	-7	85	91	9	142
CCOC(=O)c1c(C)n(C)c2cc(Br)c(C(=O)OC)cc12	8	117	4%	-1%	13	91	78	-8	117
O=c1[nH]c(CN2CCc3ccccc3C2)nc2ccccc12	-1	161	-10%	-10%	-1	86	87	1	161
Cc1c(N=Cc2nc3ccccc3[nH]2)c(=O)n(-c2ccccc2)n1C	.	.	-37%	-10%	-5	93	97	.	.
CCn1c2ccccc2c2cc(NC(=O)C(C)Oc3ccccc3)ccc21 (stereo not drawn)	-3	148	16%	-1%	.	.	.	3	148

# Part of the list above, showing only MRP resist rev, IL1B NFkB pot and MRP resist rev with doxorubicin.
canonical_smiles	MRP resist rev	IL1B NFkB pot	MRP resist rev with doxorubicin
Cc1c(C(=O)Nc2cccc([N+](=O)[O-])c2)csc1-c1ccccc1	.	-7	.
COC(=O)C1CCN(S(=O)(=O)c2ccc(NC(C)=O)cc2)CC1	-7	-9	91

# Continuation.
Structure	IL1B NFkB pot	IL1B NFkB pot cell count 2 µM	PLAP inhibition	Bcl-B TR3 displacers	MRP resist rev	MRP resist rev cytotoxicity	MRP resist rev with doxorubicin	IL1B NFkB inh	IL1B NFkB inh cell count 2 µM
COc1ccccc1-n1nc(C(=O)O)c2ccccc2c1=O	.	.	21%	-19%	7	98	91	.	.
CC(C)NC(=O)c1onc(CSc2ccc(C(C)C)cc2)c1C(=O)O	-3	141	6%	-7%	.	.	.	3	141
Cc1nc2c(C#N)c[nH]n2c(=O)c1Cc1ccccc1	-6	128	10%	0%	1	99	99	6	128
CC(=O)/C=N/Nc1ccccc1	-1	112	7%	-7%	.	.	.	1	112
O=C(c1ccccc1)N1CCN(C(=O)c2ccncc2)CC1	10	179	.	.	11	99	88	-10	179
O=C(CN1CCN(c2ncc(C(F)(F)F)cc2Cl)CC1)N1CCN(c2ncc(C(F)(F)F)cc2Cl)CC1	.	.	-72%	-140%	-19	59	78	.	.
Cc1oc2c(c1C(=O)NC(Cc1c[nH]c3ccccc13)C(=O)O)CCCC2 (stereo not drawn)	12	101	-80%	6%	13	118	105	-12	101
N/C(Cc1cccs1)=N\OC(=O)COc1ccc(Cl)cc1Cl	-6	127	15%	5%	1	89	88	6	127
C=CCOC(=O)C(C#N)c1nc2ccccc2nc1N1CCN(Cc2ccc3c(c2)OCO3)CC1 (stereo not drawn)	.	.	-47%	-33%	2	71	69	.	.
CCCOC(=O)CN1C(=O)c2ccc(C(=O)OCCC)cc2C1=O	13	96	-2%	-15%	.	.	.	-13	96
O=C(Nc1ccccc1C(=O)NCCN1CCOCC1)c1ccco1	26	138	3%	-4%	3	98	95	-26	138
COc1ccc(N(CC(=O)N2c3ccccc3CC2C)S(=O)(=O)c2c(C)noc2C)cc1 (stereo not drawn)	9	157	-55%	-30%	-13	72	86	-9	157
CCC(=O)N(CCC1(C(C)C)CCOC(C)(C)C1)Cc1ccco1 (stereo not drawn)	-3	172	-25%	0%	-7	65	72	3	172
Cc1ccc2cc3c(NC(=O)c4ccco4)nn(C)c3nc2c1	9	102	-34%	-2%	-11	35	47	-9	102
Cc1cccnc1NC(=O)Nc1cccc2ccccc12	-3	143	39%	0%	.	.	.	3	143
Cc1cccc(NC(=S)NC2CC3CCCC(C2)N3CC(C)C)c1 (stereo not drawn)	19	113	.	.	4	65	61	-19	113
Cc1ccc(NC(=S)NC2CC3CCCC(C2)N3Cc2cccs2)cc1 (stereo not drawn)	2	121	-15%	-7%	.	.	.	-2	121
O=C(c1cccs1)N(Cc1ccccn1)Cc1ccco1	0	128	1%	2%	.	.	.	0	128
c1ccc(CNc2ncnc3c2oc2ccccc23)nc1	6	172	11%	-9%	18	85	67	-6	172
CCCCOc1ccc(C(O)(CC)CCN2CCOCC2)cc1 (stereo not drawn)	6	102	.	.	12	87	75	-6	102
COc1cc(S(=O)(=O)Nc2ccccc2C)ccc1Cl	14	145	-4%	0%	-25	83	108	-14	145
CCOc1ccccc1CNC(=O)Cn1c(=O)oc2ccccc21	-8	167	16%	15%	-14	90	104	8	167
CCOC(=O)c1cc(C)sc1NC(=O)C1CCC1	19	153	-29%	-1%	47	96	50	-19	153
Cc1ccccc1OCC1Cc2c(nc(N)c(C#N)c2N)O1 (stereo not drawn)	0	162	-4%	-15%	.	.	.	0	162
COc1c(/C=N/Nc2nc(N3CCCCC3)nc(N3CCCCC3)n2)cccc1[N+](=O)[O-]	15	163	-20%	-8%	.	.	.	-14	163
O=C(Oc1cccnc1)c1cc(S(=O)(=O)N2CCOCC2)ccc1Cl	16	52	-1%	-15%	-13	68	80	-16	52
COC(=O)c1ccccc1NC(=O)CN(Cc1ccccc1)S(C)(=O)=O	-2	143	-4%	-12%	-4	90	94	2	143
COc1ccc(NS(=O)(=O)c2ccc(Br)s2)cc1OC	-16	85	-10%	-9%	6	109	104	16	85
Cc1cc(C)c(S(=O)(=O)N2CCN(c3ccc([N+](=O)[O-])c(NCC4CCCO4)c3)CC2)c(C)c1 (stereo not drawn)	18	82	-4%	-3%	.	.	.	-18	82
COc1ccc2cc(-c3cc(C(=O)O)c4ccccc4n3)ccc2c1	10	86	21%	6%	.	.	.	-10	86
Cc1ccc(S(=O)(=O)Nc2ccccc2C(N)=O)cc1	0	76	-12%	-4%	9	96	87	0	76
Cc1cc(OCC(=O)NCC(C)C)cc(C)c1Br	4	173	-18%	1%	17	112	95	-4	173
Nc1cc(=O)nc(SCC(=O)NC2CCCCC2)n1-c1ccccc1	9	137	11%	9%	15	98	83	-9	137
O=C(Nc1ccccc1)N1CCN2C(=O)c3ccccc3C12c1ccccc1 (stereo not drawn)	11	199	-81%	-1%	-2	83	84	-11	199
CCOc1ccc(C2=Nn3c(nnc3-c3ccccc3OC)SC2)cc1	-5	47	-34%	14%	.	.	.	5	47
CC1(C)C(=O)OC(C(=O)c2ccc(C(C)(C)C)cc2)C(C)(C)C1=O (stereo not drawn)	2	156	-4%	-13%	0	72	72	-2	156
COc1cc(NC(=O)c2ccco2)c(OC)cc1NC(=O)CSc1nnc(-c2cccs2)n1C	9	116	-56%	-7%	-3	85	87	-8	116
COCc1nc(-c2cc(Br)ccc2OC)no1	-10	144	4%	-5%	6	92	86	10	144
CCOc1ccccc1OCCCC(=O)Nc1ccc(OC)nc1	.	.	-12%	0%	7	102	95	.	.
O=C(CSc1nnc(-c2ccncc2)n1CC1CCCO1)Nc1nccs1 (stereo not drawn)	0	107	.	.	-9	88	96	0	107
